RMI FANCM FP – inhibitors of human RMI core complex binding to FANCM MM2 | FP signal (polarization) at 33 µM | Fluorescence polarization, RMI core complex with F-MM2 peptide; active compounds read low | 70,000 compounds, 0.58% hits; in the data active = FP signal below about 40; also: inactives centre near 61; strong numbers were not always called active; unit not given here
* marks the source's active call; other numbers are inactive results; & = joins results of further samples.

| structure | RMI FANCM FP |
| --- | --- |
| O=C1CC(c2nc(-c3cccs3)no2)CN1Cc1ccc(C(F)(F)F)cc1 (centres undefined) | 63 |
| CS(=O)(=O)N1CCN(c2ccc(-c3ccco3)nn2)CC1 | 70 |
| Cc1cc(NC(=O)C2CCCN(S(=O)(=O)c3ccc(F)cc3)C2)on1 (centres undefined) | 71 |
| CCOc1ccc(-n2nnc3c(=O)n(CC(=O)Nc4cc(C(F)(F)F)ccc4Cl)cnc32)cc1 | 78 |
| Cc1cc(NN=C2CCC(c3ccccc3)CC2)c2ccccc2n1 (centres undefined) | 81 |
| COC(=O)C(Cc1csc2ccc(Cl)cc12)NC(=O)c1ccc(Cl)cc1 (centres undefined) | 62 |
| Cc1cc(SCC(=O)Nc2cccc([N+](=O)[O-])c2)n2nc(C)c(-c3ccccc3)c2n1 | 63 |
| O=C(CSc1cnc2ccccc2n1)N1CCN(c2ccc(F)cc2)CC1 | 65 |
| CS(=O)(=O)n1nccc1-c1ccc(Oc2cccc(Cl)c2C#N)cc1 | 59 |
| COC(=O)c1ccc(NC(=O)C2CCCN(c3ccc(-c4cccs4)nn3)C2)cc1 (centres undefined) | 65 |
| CN1CCN(c2oc(CN3C(=O)c4ccccc4C3=O)nc2C#N)CC1 | 71 |
| Cc1nc(S(=O)(=O)NCc2cc(F)cc3c2OCOC3)cn1C | 53 |
| Cc1csc(NC(=O)CSc2ccc(NC(=O)C(C)C)nn2)n1 | 67 |
| CCOC(=O)C1CCN(S(=O)(=O)c2cccc3cccnc23)CC1 | 56 |
| FC(F)(F)c1cccc(-c2nnn3c2nc(NCCc2c[nH]c4ccccc24)c2ccccc23)c1 | 55 |
| O=C(Nc1ccc(O)cc1)N1CCCCC1 | 64 |
| COCCN1CCC(CNC(=O)C(=O)NCc2ccccc2Cl)CC1 | 73 |
| CCOC(=O)c1cnn(-c2ccccn2)c1N | 59 |
| O=C(CSc1nnnn1-c1ccccc1C(F)(F)F)NC1CCCCC1 | 54 |
| O=C(O)CNC(=O)/C=C/c1ccccc1 | 60 |
| COc1ccc(C(=O)Nc2nnc(Cc3ccc(C)cc3C)o2)cc1 | 62 |
| Cc1cc(NC(=O)C(=O)NCc2ccncc2)ccc1N1CCCC1=O | 51 |
| O=C1c2cccc3cccc(c23)C(=O)N1CCN1CCN(C(=S)Nc2cccc(S(=O)(=O)C(F)F)c2)CC1 | 60 |
| CSc1c(NC(=O)/C=C\C(=O)O)cccc1C(F)(F)F | 46 |
| COc1ccc(OC)c(S(=O)(=O)Nc2cc3c4c(c2)CCC(=O)N4CCC3)c1 | 52 |
| CS(=O)(=O)N1CCCC(C(=O)Nc2nc(-c3ccncc3)cs2)C1 (centres undefined) | 65 |
| O=c1cc(-c2ccc(O)c(O)c2)oc2cc(O)cc(O)c12 | 67&53 |
| COc1ccc([C@@H]2CC(=O)c3c(O)cc(O[C@@H]4O[C@H](CO[C@H]5O[C@@H](C)[C@H](O)[C@@H](O)[C@H]5O)[C@@H](O)[C@H](O)[C@H]4O)cc3O2)cc1O | 55 |
| CCSc1ccc(CC(=O)Nc2nnc(-c3ccccc3)o2)cc1 | 52 |
| CC1=C(O)c2ccccc2C(=O)C1=O | 57 |

Brought forward from above: 4 entries, then new ones.
| structure | RMI FANCM FP |
| --- | --- |
| O=c1cc(-c2ccc(O)c(O)c2)oc2cc(O)cc(O)c12 | 67&53 |
| COc1ccc([C@@H]2CC(=O)c3c(O)cc(O[C@@H]4O[C@H](CO[C@H]5O[C@@H](C)[C@H](O)[C@@H](O)[C@H]5O)[C@@H](O)[C@H](O)[C@H]4O)cc3O2)cc1O | 55 |
| CCSc1ccc(CC(=O)Nc2nnc(-c3ccccc3)o2)cc1 | 52 |
| CC1=C(O)c2ccccc2C(=O)C1=O | 57 |
| Cc1onc(-c2ccccc2)c1CNC(=O)c1cnn(-c2ccccc2)c1C | 62 |
| Cc1ccc2occ(C=O)c(=O)c2c1 | 17* |
| C=CCOc1cccc2c1CCNC2=O | 67 |
| O=C(NCCCS(=O)(=O)N1CCN(c2ccccc2)CC1)c1n[nH]c2ccccc12 | 64 |
| CCOc1ccc(C(=O)NCC2CCN(Cc3ccccc3)CC2)cc1OCC | 78 |
| COC(=O)c1sc2ccccc2c1Cl | 58 |
| Cc1cc(C(F)(F)Sc2ccc(Cl)cc2)n[nH]1 | 61 |
| CCOC(=O)C1CCN(CC(O)COc2cc(C)cc(C)c2C)CC1 (centres undefined) | 62 |
| CCc1cccc2sc(NC(=O)c3ccc([N+](=O)[O-])s3)nc12 | 69 |
| CCC(=O)Nc1ccc(C(=O)NCCNS(=O)(=O)c2cccs2)cc1 | 69 |
| COc1ccc(N2CCN(CCNC(=O)c3cc4ccccc4oc3=O)CC2)cc1 | 64 |
| COC(=O)C(C)Sc1ccc(NC(=O)c2ccc(C)cc2)nn1 (centres undefined) | 65 |
| CN(C)CCN(C(=O)c1ccc2ccccc2c1)c1nc2ccc(Br)cc2s1 | 86 |
| Cc1cnc(NC(=O)c2cc(Cl)sc2Cl)c(C)n1 | 54 |
| CCOC(=O)CC(=O)CSc1nnc(NC(=O)C2CC(=O)N(c3ccccc3)C2)s1 (centres undefined) | 60 |
| Cc1ccc(C)c(NC(=O)C(=O)NCC(c2cccnc2)N2CCc3ccccc3C2)c1 (centres undefined) | 52 |
| CC(C)/C(=N\O)c1ccccc1 | 53 |
| CC1Cc2ccccc2N1Cc1nnc(-c2ccccc2)o1 (centres undefined) | 59 |
| Cc1[nH]c(=O)[nH]c(=O)c1CCc1nnc(SCC(=O)c2ccc3c(c2)NC(=O)CO3)o1 | 61&59 |
| O=C(Nc1ccccc1)N1CCN(C2c3ccccc3-c3ccccc32)CC1 | 70 |
| CCCc1nc2ccccc2nc1C | 58 |
| COc1ccc(-c2noc(-c3cccn(CC(=O)Nc4cccc(C#N)c4)c3=O)n2)cc1OC | 96 |
| CCN(CC)c1ccc(C#N)cc1[N+](=O)[O-] | 64 |
| Cn1cc(SCC(=O)Nc2ccc(F)cc2F)c2ccccc21 | 60 |
| N/C(COc1cccc(Cl)c1)=N/OC(=O)CCn1cc(C(F)(F)F)ccc1=O | 49 |
| O=C(Nn1c(=S)[nH]c2ccccc2c1=O)C1CCN(C(=O)c2cc(F)c(Cl)cc2F)CC1 | 59 |
| CC(=O)c1ccc(NC(=O)c2ccc(=O)n(Cc3cccc(F)c3)n2)cc1 | 65 |
| COCCN(CCOC)S(=O)(=O)c1ccc(C(=O)Nc2ccc3c4c(cccc24)CC3)cc1 | 58 |
| CCCN1C(=O)C(C)(C)COc2ccc(NC(=O)OCC)cc21 | 67 |
| O=C(C1CC1)N1CCc2ccc(NS(=O)(=O)c3ccc(F)c(Cl)c3)cc2C1 | 66 |
| O=C(Cc1ccc(Cl)cc1)Nc1cccc(-c2ccc3nnc(-c4cccnc4)n3n2)c1 | 88 |
| CCOC(=O)c1cc(/C(C)=N\Nc2cc(C(F)(F)F)cc(C(F)(F)F)c2)on1 | 55 |
| CN1C2CC[C@H]1CC(OC(=O)C(O)c1ccccc1)C2 (some centres undefined) | 65 |
| COC(=O)c1csc(S(=O)(=O)NCc2ccc(S(N)(=O)=O)cc2)c1OC | 62 |
| O=S(=O)(c1ccc(F)c(Cl)c1)N1CCC(Cc2ccccc2)CC1 | 51 |
| Cc1cc(OC(C)C(=O)Nc2ccc(S(=O)(=O)Nc3ncccn3)cc2)ccc1Cl (centres undefined) | 63 |
| CSc1nc(-c2ccccc2)[nH]c(=O)c1C#N | 54 |
| CC(=O)c1ccc(C#CCOC(=O)c2cccs2)s1 | 61&55 |
| O=c1[nH]cc(Cl)cc1Cl | 54 |
| COc1cccc(NC(=O)NCC(c2ccsc2)N2CCc3ccccc3C2)c1OC (centres undefined) | 67 |
| OC1(c2ccccc2)c2ccccc2-c2ccccc21 | 54 |
| COC(=O)Cn1c(=NC(=O)c2c(F)cccc2F)sc2cc(C)cc(C)c21 | 59 |
| O=C(/C=C/c1ccccc1)Nc1sc2c(c1-c1nc3ccccc3s1)CCCC2 | 58 |
| O=C(NCCNS(=O)(=O)c1ccc(Cl)s1)c1ccc(NC(=O)C2CC2)cc1 | 64 |
| Cc1ccc(-n2nc3c(c2NC(=O)c2ccco2)CS(=O)(=O)C3)cc1C | 60 |
| CCOC(=O)N1c2ccc(C(C)C)cc2C=CC1C#N (centres undefined) | 55 |
| O=C(NCC(c1ccsc1)N1CCCC1)C(=O)Nc1ccc(OC(F)(F)F)cc1 (centres undefined) | 58 |
| NC(=O)c1c(NC(=O)/C=C/c2ccccc2)sc2c1CCCC2 | 68 |
| CC(=NC(=S)c1ccc(Cl)cc1)N(C)C | 62 |
| Cc1ccc(C(C)C)cc2c(C)ccc1-2 | 52 |
| COc1ccc(C)cc1NC(=O)N1CCN(c2ccc3nncn3n2)CC1 | 67 |
| O=C(NC(=O)c1c(F)cccc1Cl)Nc1ccccc1C(=O)NCC1CC1 | 55 |
| COc1ccc(Br)c(C(=O)/C(C#N)=N\O)c1 | 57 |
| CCCCOc1ccc(S(=O)(=O)N2CCN(c3ccc(Nc4ccc(C)cc4)nn3)CC2)cc1 | 53 |
| CCCN1CCCc2cc(CCNC(=O)C(=O)Nc3cc(Cl)ccc3C#N)ccc21 | 73 |
| COc1ccc(C(=O)CSc2nc(C(F)(F)F)cc(=O)[nH]2)cc1 | 53 |
| CSc1nn(CC(=O)Nc2ccc(C(C)C)cc2)c(N)c1-c1nc(-c2ccc3c(c2)OCO3)no1 | 139 |
| CC(=O)NNC(=O)CCCN1C(=O)/C(=C/c2cccc(Br)c2)SC1=S | 56 |
| NC(=O)c1cc[n+](CC2=C(C(=O)O)N3C(=O)C(NC(=O)C(c4ccccc4)S(=O)(=O)[O-])C3SC2)cc1 (centres undefined) | 66 |
| Brc1ccc2c(c1)cc(-c1nc3ccccc3[nH]1)c1nc3ccccc3n12 | 51 |

Carrying on:
| structure | RMI FANCM FP |
| --- | --- |
| CCS(=O)(=O)c1ccc(O)c(N2C(=O)c3cccc4cccc(c34)C2=O)c1 | 58 |
| COc1ccc(Cl)cc1S(=O)(=O)NCC1CCN(C2CCCC2)CC1 | 78 |
| CC(C)=CCSc1nnc(C)c(=O)[nH]1 | 62 |
| Fc1cccc(Cl)c1CSc1ccc(-c2ccco2)nn1 | 59 |
| COC(=O)c1ccc([N+](=O)[O-])o1 | 61 |
| CN1CCN(CCS(=O)(=O)OCC(F)(F)F)CC1 | 60 |
| COc1ccc(C2c3ccsc3CCN2C(=O)c2c(C)noc2C)cc1 (centres undefined) | 54 |
| Cc1cc(C)cc(NC(=O)Cn2c(C)cc(C)c(-c3nc(-c4ccc(F)cc4)no3)c2=O)c1 | 91 |
| Cc1ccc(C)c(N2CC(c3nc4ccccc4n3CCC(C)C)CC2=O)c1 (centres undefined) | 54 |
| CCOC(=O)c1cccc(C(=O)Oc2ccc3cc(Br)ccc3c2)n1 | 59 |
| COc1ccc(Cl)cc1C(=O)N1CCN(c2nccn2C)CC1 | 66 |
| C[N+](C)=C1C=CC(=CC=C2C=C(C(C)(C)C)OC(C(C)(C)C)=C2)C=C1 | 117 |
| Cc1cc(=O)[nH]c(-n2nc(-c3ccccc3)cc2N)n1 | 69 |
| Cc1c(Cl)ccc2sc(N(Cc3ccccn3)C(=O)c3ccco3)nc12 | 51 |
| Cc1cc(NC(=O)CSc2nnc(-c3cccs3)o2)no1 | 61 |
| N#Cc1sccc1CS(=O)(=O)c1ccc(Cl)cc1 | 50 |
| CCCCc1ccc(NC(=O)c2cc(-c3ccco3)nc3c2c(C)nn3C2CCS(=O)(=O)C2)cc1 (centres undefined) | 78 |
| CSc1ccc(NC(=O)c2sc(-c3ccccc3)nc2C)nn1 | 64 |
| COc1cc(C(=O)NCc2nnc(SCC(=O)Nc3nccs3)o2)cc(OC)c1OC | 62 |
| CCCOC(=O)NC(Nc1nccs1)(C(=O)OCC)C(F)(F)F (centres undefined) | 55 |
| CCc1nc2sc(C(c3cccc(C(F)(F)F)c3)N3CCN(C(C)=O)CC3)c(O)n2n1 (centres undefined) | 53 |
| CCOC(=O)CSCc1noc(COc2ccc(Cl)cc2Cl)n1 | 53 |
| Cc1ccc(S(=O)(=O)Nc2cccc(CCc3ccccn3)c2)cc1 | 56 |
| O=C(NCc1ccc2c(c1)OCO2)C(=O)NCC1CCN(Cc2ccco2)CC1 | 67 |
| CCCCNC(=O)Oc1ccc(C2=NCCS2)cc1 | 46 |
| CC(=O)c1cc2c(cc1O)OC(C)(C)C=C2 | 66 |
| Cc1cc(=Nc2ccccc2)n2ccsc2n1 | 59 |
| CC(=O)SCC[N+](C)(C)C | 55 |
| O=C(NCCc1ccc(N2CCCC2)cc1)C(=O)NCc1ccccc1 | 80 |
| c1ccc(C2=NCCN2)cc1 | 67 |
| Cc1nnsc1C(=O)Nc1ccccn1 | 55 |
| NC(=O)CSc1nnc(NC(=O)c2cccc(C(F)(F)F)c2)s1 | 59 |
| COC(=O)c1cscc1NC(=O)c1nccnc1C(=O)O | 56 |
| N#CC(=C1Nc2ccccc2N1)c1sc2ccccc2c1Cl | 55 |
| CCC(=O)N1CCc2ccc(NC(=O)CCC3CCCC3)cc2C1 | 66 |
| Cc1ccc(NC(=O)CCCn2nc(-c3cccs3)ccc2=O)cc1F | 70 |
| COCCCNC(=O)Cc1csc(SCc2ccc(Br)cc2)n1 | 64 |
| O=S(=O)(Nc1ccc(Nc2ccc(-n3cccn3)nn2)cc1)c1ccccc1Cl | 54 |
| Cn1ccnc1SCc1cc(=O)c(OC(=O)c2ccco2)co1 | 54 |
| S=c1[nH]cco1 | 54 |
| CCOc1ccc(S(=O)(=O)n2nc(C)cc2C)c(C)c1C | 74 |
| O=C(NCCC1CCCCN1S(=O)(=O)c1ccc(F)cc1)C(=O)NCc1ccc2c(c1)OCO2 (centres undefined) | 54 |
| O=C(NCCn1nc(-c2cccnc2)ccc1=O)c1cc2ccccc2oc1=O | 66 |
| O=C(NCCC(c1ccccc1)c1ccccc1)C(=O)Nc1ccncc1 | 54 |
| Cc1cc(O)c(C)c(O)c1C(=O)O | 52 |
| O/N=C(\c1ccccn1)C1CCCCC1 | 52 |
| Cc1cc(S(=O)(=O)NNc2ncnc3cc(C(C)(C)C)sc23)c(C)cc1Cl | 73 |
| Cc1nc(-c2ccc(Cl)cc2)sc1-c1ccnc(SCC(=O)Nc2ccc3c(c2)OCO3)n1 | 54 |

3 structures already listed, sorted by length of the SMILES, high to low:
| structure | RMI FANCM FP |
| --- | --- |
| O=C(NCCn1nc(-c2cccnc2)ccc1=O)c1cc2ccccc2oc1=O | 66 |
| COC(=O)c1cscc1NC(=O)c1nccnc1C(=O)O | 56 |
| Cc1cc(O)c(C)c(O)c1C(=O)O | 52 |

A portion of the library; count on the stated rates, not on these rows.
